PP1 inh = PP1-alpha (human) inhibition in PP5 counter-screen | AID 2235 | inhibition, % at 6.7 µM | 320,000 tested, 0.9% active | P62136 | purified PP1alpha, OMFP fluorescence;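 active means inhibition above the mean inhibition of all tested compounds plus 3 SD, computed separately for each screening campaign, cut at about 15% in these data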
PP5 primary = inhibitors of human protein phosphatase 5 (PP5); purified PP5c, OMFP substrate fluorescence; inhibition, % at 6.7 µM; 320,000 tested, 0.18% active;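 active means inhibition above the campaign's mean inhibition across all tested compounds plus 3 SD, cut at about 9.5% in these data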;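 further: 0% = DMSO only and 100% = 100 µM cantharidin control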
Efflux pump mplx = blocks antifungal efflux pumps in multiplex yeast assay; S. cerevisiae Candida pump triplex, Nile Red efflux; inhibition, % at 10 µM; 330,000 tested, 0.44% active; AID 485275;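 active means plate passing quality check with inhibition over a set limit, or well fluorescence over plate mean plus 4 SD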;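 further: Nile Red retained in pooled yeast measured as flow cytometry median fluorescence; 0% = buffer negative control and 100% = Enniatin B positive control; higher means more Nile Red kept so more efflux inhibition; some compounds called inactive have numbers as strong as hits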
CTSL1 counter = cathepsin L1 inhibition, PFM18AAP counter-screen; recombinant F. hepatica cathepsin L1, Z-Leu-Arg-MCA fluorescence; inhibition, % at 5.96 µM; AID 1906; 300,000 tested, 0.49% active;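 active means inhibition above the mean of all tested compounds plus 3 SD, set per screening campaign, cut at about 17% in these data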;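 further: 0% = plate median of test compound wells and 100% = 1 µM Z-Phe-Ala-diazomethylketone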
ZTA DNA inh = counter-screen for EBNA-1 inhibitors: inhibitors of Epstein-Barr virus ZTA. P03206. ZTA-DNA binding, fluorescence polarization. inhibition, % at 11 µM. 320,000 tested, 0.15% active. AID 2234; in the data active means inhibition above about 33%
Target sequence (P03206 whole entry, looked up): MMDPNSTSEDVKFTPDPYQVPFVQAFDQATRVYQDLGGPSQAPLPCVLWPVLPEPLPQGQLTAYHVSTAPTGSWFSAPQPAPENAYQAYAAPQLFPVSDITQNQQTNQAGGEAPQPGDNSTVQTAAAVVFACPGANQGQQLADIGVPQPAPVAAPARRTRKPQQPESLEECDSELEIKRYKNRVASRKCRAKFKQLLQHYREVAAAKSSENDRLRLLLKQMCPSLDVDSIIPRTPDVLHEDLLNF
TPT1 inh = inhibitors of Candida albicans tRNA 2'-phosphotransferase TPT1; recombinant caTPT1, FP RNA substrate dephosphorylation; inhibition, % at 5 µM; 300,000 tested, 0.81% active; AID 1962;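 active means inhibition above the mean of all tested compounds plus 3 SD, set per screening campaign, cut at about 24% in these data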;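 further: plate controls were DMSO alone for no effect and ferristatin control at 100 nM for full effect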
EBNA-1 inh = blocks EBNA-1 binding to DNA | EBNA-1 DNA binding, fluorescence polarization | inhibition, % at 14.8 µM | 300,000 tested, 0.34% active | AID 1950; in the data active means inhibition above about 28%
core dimer inh = blocks dimerization of HCV core protein; TR-FRET GST/Flag-core106 dimerization, 1536-well; inhibition, % at 5 µM; 300,000 tested, 0.33% active;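 active means inhibition above the mean of all tested compounds plus 3 SD, set per screening campaign, cut at about 45% in these data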
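Assay system – GST-tagged and Flag-tagged HCV core protein residues 1-106 · Quantity – core106 proteins, GST 13.5 nM and Flag 17 nM · Benchmarks – unlabelled core106 and no-GST-core106 wells · Read-out basis – percent inhibition of core106 dimerization signal · Detection – time-resolved FRET, ex 340 nm, em 617 and 671 nm · Schedule – 4 h at 22.5 °C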
PREPL inhibitor = inhibitors of human prolyl oligopeptidase-like enzyme PREPL | Q4J6C6 | recombinant PREPL, fluorescence polarization activity-based probe | inhibition, % at 5.96 µM | 320,000 tested, 0.68% active | AID 2751; in the data active means inhibition above about 43%;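 further: 0% = enzyme with DMSO and 100% = wells lacking enzyme; many of its hits are not listed in these tables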
Target sequence (Q4J6C6 whole entry, looked up): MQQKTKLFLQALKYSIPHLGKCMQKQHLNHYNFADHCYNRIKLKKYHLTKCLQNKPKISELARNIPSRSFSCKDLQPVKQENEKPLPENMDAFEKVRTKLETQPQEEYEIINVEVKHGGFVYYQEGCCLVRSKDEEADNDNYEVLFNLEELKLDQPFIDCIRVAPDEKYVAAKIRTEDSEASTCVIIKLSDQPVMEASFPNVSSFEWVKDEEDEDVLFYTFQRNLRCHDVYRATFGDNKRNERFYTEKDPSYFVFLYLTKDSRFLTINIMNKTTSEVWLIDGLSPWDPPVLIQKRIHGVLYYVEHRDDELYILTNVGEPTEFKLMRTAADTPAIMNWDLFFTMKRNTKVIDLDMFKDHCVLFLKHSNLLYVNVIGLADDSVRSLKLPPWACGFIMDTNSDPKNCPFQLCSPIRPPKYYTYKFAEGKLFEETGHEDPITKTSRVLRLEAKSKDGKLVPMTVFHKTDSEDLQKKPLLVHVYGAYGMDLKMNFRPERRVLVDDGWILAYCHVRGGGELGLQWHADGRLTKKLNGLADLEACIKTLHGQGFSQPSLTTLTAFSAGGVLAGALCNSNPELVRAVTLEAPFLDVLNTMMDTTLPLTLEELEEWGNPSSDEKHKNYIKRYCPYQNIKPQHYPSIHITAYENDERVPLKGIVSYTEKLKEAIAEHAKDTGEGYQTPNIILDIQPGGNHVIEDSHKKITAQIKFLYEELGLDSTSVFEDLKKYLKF
The depositor's hits bear a star; . = no result given. A portion of the library; rates above refer to the full screens.

SMILES	PP1 inh	PP5 primary	Efflux pump mplx	CTSL1 counter	ZTA DNA inh	TPT1 inh	EBNA-1 inh	core dimer inh	PREPL inhibitor
CCn1nc(C(=O)NNC(=O)C2CSC3(C)CCC(=O)N23)c2ccccc2c1=O (stereo not drawn)	-6	-1.3	-0.1	.	6	.	.	.	4
O=C(Nc1ccc(S(=O)(=O)N2CCOCC2)cc1)c1ccco1	0	0.5	-0.1	1	-11	-5	-13	-7	12
CC1CC(C)CN(C(=O)Cn2c(-c3nonc3N)nc3ccccc32)C1 (stereo not drawn)	-1	-1.5	0.0	-1	1	-1	-3	5	-9
Cc1ccc(C)c(C(=O)OCC(=O)Nc2cccc(S(=O)(=O)NC3=NCCCCC3)c2)c1	0	1.9	0.1	-3	-1	-1	-3	4	46*
Cc1ccc(C(=O)N/C(=C/c2ccco2)C(=O)N2CCCCC2)cc1	2	-0.9	0.0	4	2	9	-5	4	6
Cc1nn2c(NCCOCCO)c3c(nc2c1-c1ccccc1)CCC3	-3	1.7	0.0	4	5	1	-4	-5	9
O=C(Nc1ccc(O)cc1)c1ccc(NC(=O)c2cccs2)cc1	-5	-0.8	0.4	1	5	-3	5	0	3
O=C(Nc1cccnc1)c1ccc(-c2ccc(Cl)cc2)o1	-2	2.9	0.2	-1	-13	-4	-3	-1	8
CC1=C(C(=O)OCc2ccccc2)C(c2cccc([N+](=O)[O-])c2)NC(=O)N1CCCCCC(=O)O (stereo not drawn)	3	2.2	.	1	15	-3	12	9	1
O=C(CSc1nc2ccccc2c(=O)[nH]1)c1ccc(O)c(O)c1	1	0.7	0.0	2	3	-5	10	-1	29
O=C(c1ccccc1)c1cnc(Nc2ccc(Cl)c(Cl)c2)s1	-2	-1.2	0.0	5	17	4	2	11	0
O=[N+]([O-])c1ccc(Oc2ccc(C(F)(F)F)cn2)cc1	1	-1.2	-0.1	-2	-4	-4	-2	-4	3
CN(/N=C/c1ccc(Cl)cc1Cl)c1ncc(Cl)cc1C(F)(F)F	0	2.2	-0.1	-2	1	0	10	-5	8
CCOc1ccccc1OCCOc1ccc(F)cc1	-6	4.1	0.2	-3	22	1	2	-3	5
Cc1ccc(C)c(S(=O)(=O)NCc2ccc(C(=O)N3CCCCC3C)cc2)c1 (stereo not drawn)	-1	0.6	0.0	1	-6	-1	10	-2	9
CC(=O)c1cccc(NC(=O)NCc2ccc3c(c2)OCO3)c1	-2	3.5	0.0	-1	11	1	9	2	4
Cc1cc(C)c(NC(=S)N(C)C)cc1C	1	1.8	-0.1	-5	-5	-5	6	-9	8
CCOC(=O)C1CCCN(C(=O)Cc2c(F)cccc2Cl)C1 (stereo not drawn)	0	0.6	0.1	-1	7	1	9	-1	-1
CCOC(=O)C1CCN(C(=O)NS(=O)(=O)c2ccc(C)cc2)CC1	-1	2.6	0.2	-2	3	-4	-10	-2	-5
CC(/C=C/C=C/c1ccccc1)=N\NC(=O)c1cccnc1	-1	1.9	-0.1	22*	3	2	-4	-7	11
Cc1cc2nc(SC(C)C(=O)O)[nH]c2cc1C (stereo not drawn)	5	-1.1	0.0	-2	9	4	8	11	-5
Cc1cc(C)nc(SCc2csc(-c3ccccc3)n2)n1	2	2.1	0.0	-3	-21	0	-4	-4	5
CC1(C)CSC(=NCCc2ccccc2)N1	-1	1.3	-0.1	6	9	2	0	-5	8
CN(C)CCCNC(=O)c1cc(C(=O)c2cccc(Cl)c2Cl)c[nH]1	-3	-1.0	-0.1	-2	10	-2	3	5	-10

Part of the list above, set out differently:
| structure | PP1 inh | PP5 primary | Efflux pump mplx | CTSL1 counter | ZTA DNA inh | TPT1 inh | EBNA-1 inh | core dimer inh | PREPL inhibitor |
| --- | --- | --- | --- | --- | --- | --- | --- | --- | --- |
| CC1(C)CSC(=NCCc2ccccc2)N1 | -1 | 1.3 | -0.1 | 6 | 9 | 2 | 0 | -5 | 8 |
| O=C(Nc1cccnc1)c1ccc(-c2ccc(Cl)cc2)o1 | -2 | 2.9 | 0.2 | -1 | -13 | -4 | -3 | -1 | 8 |
| O=C(c1ccccc1)c1cnc(Nc2ccc(Cl)c(Cl)c2)s1 | -2 | -1.2 | 0.0 | 5 | 17 | 4 | 2 | 11 | 0 |

Going on with the list.
SMILES	PP1 inh	PP5 primary	Efflux pump mplx	CTSL1 counter	ZTA DNA inh	TPT1 inh	EBNA-1 inh	core dimer inh	PREPL inhibitor
CCc1[nH]nc(C(=O)N2CCCC(CCC(=O)N3CCN(c4ccccn4)CC3)C2)c1C (stereo not drawn)	-1	1.1	0.0	0	7	-4	5	1	8
CCOc1ccccc1OCCOCCN1CCN(Cc2ccccc2)CC1	4	-0.3	-0.1	0	10	-3	7	2	11
O=C(Nc1ccc2ccccc2c1)c1cccc([N+](=O)[O-])c1	2	1.5	0.1	-5	1	-1	11	2	28
O=C(NCC(c1cccnc1)N1CCN(c2ccc(F)cc2)CC1)c1ccccc1 (stereo not drawn)	0	0.8	-0.3	-2	-14	-4	1	-2	-3
CCCc1nc2sc3ccccc3c(=O)c2c(=O)n1Cc1ccc(OC)cc1	0	-2.2	0.1	4	4	1	5	16	-13
COc1cc(/C=N/NC(=O)c2ccncc2)ccc1OC(=O)c1cc(OC)c(OC)c(OC)c1	3	1.5	-0.1	4	8	0	9	13	-9
CCOC(=O)c1csc(NC(=O)c2cc3ccccc3o2)n1	1	-1.2	0.1	5	0	-2	-6	-7	-4
CSc1cccc(NC(=O)CCCOc2ccc(Cl)cc2C)c1	0	2.4	0.0	2	0	-2	-9	1	5
COc1cc(NS(=O)(=O)c2ccc(NC(=O)c3ccc(F)cc3)cc2)ncn1	-14	-11	-0.1	4	-15	-2	6	-7	13
COc1ccccc1NC(=S)N(c1ccccc1)C(C)C	-3	2.4	0.0	7	7	1	9	6	0
O=C(N/N=C/c1cc([N+](=O)[O-])ccc1O)c1ccc2c(c1)OCCO2	3	-1.0	0.2	3	0	3	-8	-3	5
Cc1ccc(C(=O)OCC(=O)N2CCCCCC2)c(O)c1	6	-0.2	-0.2	.	3	.	.	.	23
COC(=O)C1=C(C)Nc2nnnn2C1c1cccnc1 (stereo not drawn)	-4	2.3	0.0	0	6	1	0	-10	2
COc1ccccc1OCC(=O)NCc1cccs1	-6	-0.3	0.4	0	2	-2	-11	0	15
c1ccc(-c2ccc(OCCCn3cncn3)cc2)cc1	0	0.8	-0.1	-1	16	-1	2	-4	1
CCC1=C2CC[C@H]3C(=O)N(c4ccccc4)C(=O)[C@H]3[C@H]2[C@@]2(C)C(=NCC(=O)OC)OC(=O)N2C1=O	6	3.4	0.1	0	-31	-4	-2	-14	-2
CCCOc1ccc(C(=O)Nc2ccc(Cl)cn2)cc1	-3	3.4	0.1	-2	-5	1	-10	-4	-9
C=CCOC(=O)C1=C[C@H](c2ccc3c(c2)OCO3)C[C@H](OCCCCO)O1	0	1.6	-0.2	0	1	0	2	9	15
O=C(NCc1ccc(Cl)cc1)c1ccc(S(=O)(=O)N2CCCCC2)cc1	8	0.6	0.0	.	-6	.	.	.	-1
Cc1ccc(OCC(=O)NCc2ccccn2)c(Br)c1	1	1.0	-0.1	-2	-12	-5	-1	-2	8
Cn1c(SCC(=O)c2ccccc2)nnc1-c1ccccn1	0	-0.2	0.1	-3	-4	-3	-18	4	-9
COc1ccc(N=NC2=C(O)CC(C)(C)CC2=O)c(OC)c1	-2	3.7	0.3	8	2	60*	-4	-8	0
CC(=O)c1ccc(C#CC(C)(C)O)s1	-4	-2.4	-0.1	-2	12	-6	7	2	6
CCCC(=O)Nc1cc2c3c(c1)C(C)C(=O)N3CCC2 (stereo not drawn)	-4	-0.1	0.5	2	-17	-1	-2	-2	12

Structural class, those above with a nitro group on carbon
SMILES	PP1 inh	PP5 primary	Efflux pump mplx	CTSL1 counter	ZTA DNA inh	TPT1 inh	EBNA-1 inh	core dimer inh	PREPL inhibitor
CC1=C(C(=O)OCc2ccccc2)C(c2cccc([N+](=O)[O-])c2)NC(=O)N1CCCCCC(=O)O (stereo not drawn)	3	2.2	.	1	15	-3	12	9	1
O=[N+]([O-])c1ccc(Oc2ccc(C(F)(F)F)cn2)cc1	1	-1.2	-0.1	-2	-4	-4	-2	-4	3
O=C(Nc1ccc2ccccc2c1)c1cccc([N+](=O)[O-])c1	2	1.5	0.1	-5	1	-1	11	2	28
O=C(N/N=C/c1cc([N+](=O)[O-])ccc1O)c1ccc2c(c1)OCCO2	3	-1.0	0.2	3	0	3	-8	-3	5

Reformatted field by field: entries from further up.
c1ccc(-c2ccc(OCCCn3cncn3)cc2)cc1
- PP1 inh: 0
- PP5 primary: 0.8
- Efflux pump mplx: -0.1
- CTSL1 counter: -1
- ZTA DNA inh: 16
- TPT1 inh: -1
- EBNA-1 inh: 2
- core dimer inh: -4
- PREPL inhibitor: 1
COc1ccc(N=NC2=C(O)CC(C)(C)CC2=O)c(OC)c1
- PP1 inh: -2
- PP5 primary: 3.7
- Efflux pump mplx: 0.3
- CTSL1 counter: 8
- ZTA DNA inh: 2
- TPT1 inh: 60*
- EBNA-1 inh: -4
- core dimer inh: -8
- PREPL inhibitor: 0

A second format for part of the listing above.
Values run as follows: PP1 inh, PP5 primary, Efflux pump mplx, CTSL1 counter, ZTA DNA inh, TPT1 inh, EBNA-1 inh, core dimer inh, PREPL inhibitor
> CCn1nc(C(=O)NNC(=O)C2CSC3(C)CCC(=O)N23)c2ccccc2c1=O (stereo not drawn)
→ -6, -1.3, -0.1, ., 6, ., ., ., 4
> CC(/C=C/C=C/c1ccccc1)=N\NC(=O)c1cccnc1
→ -1, 1.9, -0.1, 22*, 3, 2, -4, -7, 11

New compounds follow
SMILES	PP1 inh	PP5 primary	Efflux pump mplx	CTSL1 counter	ZTA DNA inh	TPT1 inh	EBNA-1 inh	core dimer inh	PREPL inhibitor
Cc1ccc(CNC(=O)CCSCc2ccccc2C)cc1	1	-3.3	0.0	0	13	2	17	1	-11
O=C(N/N=C/C=C/c1ccco1)c1cccnc1	1	-1.9	0.0	6	-1	1	7	-2	1
CC(=O)N1CCc2cc(S(=O)(=O)CCC(=O)NCCc3ccccc3)ccc21	-6	-1.9	0.0	1	-4	4	-10	-6	3
O=C(O)c1cccc(S(=O)(=O)N2CCCC2)c1	0	0.3	0.2	1	3	-6	0	1	5
CSc1ccc(S(=O)(=O)NCc2ccccc2C)cc1	6	0.0	0.1	7	-8	-1	-16	6	-16
CCN(CC(=O)NCc1ccco1)S(=O)(=O)c1ccc(F)cc1	1	1.1	-0.1	3	-5	-1	-7	5	1
COc1ccccc1N=Nc1c(C)noc1C	0	1.0	-0.1	-8	-3	-2	-3	-4	6
Cc1ccc(NC(=O)C2COc3ccccc3O2)cc1C (stereo not drawn)	0	3.3	0.1	-2	-2	5	-6	2	-4
CCO[C@H]1OC(C(=O)NC2CC2)=C[C@@H](c2ccccc2)[C@@H]1CCCO	0	2.3	0.0	-4	0	0	5	2	-3
CC(=O)Nc1ccc2sc(C)nc2c1	-5	0.2	0.1	-2	-6	-3	-5	-1	-6
Fc1ccc(NC(=S)Nc2ccc(F)c(Cl)c2)cc1Cl	0	5.1	0.0	2	-16	-4	-1	2	2

Compound activity deposited in PubChem BioAssay by several laboratories.
